From PubChem
CASP6 VEID inh: blocks human caspase-6 cleavage activity; P55212; purified caspase-6, Z-VEID-R110 cleavage fluorescence; inhibition, % at 12.5 µM; 0.53% of 350,000 active; AID 686996;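 active = mean inhibition across replicates at least about 35%, with every replicate also reaching that limit, limit read from the data; inconclusive = only one of the two criteria met; inactive = neither criterion met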;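 note: 0% = median of neutral control wells and 100% = no fluorescence left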
Target sequence (P55212 24-179 limits assumed): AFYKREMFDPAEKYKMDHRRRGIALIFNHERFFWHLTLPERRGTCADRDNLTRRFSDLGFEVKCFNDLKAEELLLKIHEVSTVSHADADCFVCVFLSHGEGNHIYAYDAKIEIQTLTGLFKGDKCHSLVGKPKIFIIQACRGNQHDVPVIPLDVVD
Target sequence (P55212 194-293 limits assumed): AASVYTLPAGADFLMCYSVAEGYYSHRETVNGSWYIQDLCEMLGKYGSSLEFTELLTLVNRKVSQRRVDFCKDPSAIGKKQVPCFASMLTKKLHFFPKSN
SIRT5 block: blocks human SIRT5 desuccinylation of peptide. Q9NXA8. Purified SirT5, succinyl-peptide AMC, trypsin-coupled fluorescence. inhibition, % at 15 µM. 1.1% of 330,000 active. AID 652115; in the data active = inhibition above about 15%; inconclusive = no clear call, values can overlap the other calls
Target sequence (Q9NXA8 whole entry, looked up): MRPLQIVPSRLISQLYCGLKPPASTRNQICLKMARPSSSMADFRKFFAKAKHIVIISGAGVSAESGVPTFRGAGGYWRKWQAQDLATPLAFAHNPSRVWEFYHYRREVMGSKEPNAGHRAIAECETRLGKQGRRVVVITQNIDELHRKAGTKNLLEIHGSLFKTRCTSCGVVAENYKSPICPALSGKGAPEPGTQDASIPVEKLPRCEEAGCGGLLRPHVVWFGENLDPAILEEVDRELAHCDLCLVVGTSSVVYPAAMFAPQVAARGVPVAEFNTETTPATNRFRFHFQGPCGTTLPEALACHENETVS
DENV2 CPE rescue: inhibitors of DENV2 cytopathic effect; CPE inhibition, % at 9.99 µM; 1.7% of 350,000 active; DENV2-infected cells, cytopathic effect rescue, plate reader; in the data active = CPE inhibition above about 20%, passing the limit was not always enough; inconclusive = no clear call, values can overlap the other calls; tested in BHK-21 cells;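 note: 0% = median of neutral control wells and 100% = median of positive control wells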
LGR2 antag: Drosophila LGR2 receptor signaling inhibition; HEK293 LGR2, CRE-luciferase, bursicon-stimulated, 4 h; inhibition, % at 9.99 µM; 0.35% of 380,000 active; AID 720647;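 active = drop in luminescence signal, shown as inhibition above about 50% in the replicate tests, limit read from the data, passing the limit was not always enough; inconclusive = probably only some replicates passing the limit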;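 note: agonist challenge used bursicon conditioned medium at about half maximal strength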
EWS-Fli block: EWS/Fli transcriptional activity inhibition | A673 NR0B1-luciferase reporter, viability-normalised | inhibition, % at 12.6 µM | 0.67% of 350,000 active | AID 651661;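 active = mean inhibition of at least 50% after viability correction, with every replicate also passing that limit; inconclusive = mean reaches 50% but only one of two replicates passes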;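 note: firefly luciferase signal divided by Alamar Blue viability fluorescence both relative to DMSO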
ARNT TACC3 PPI: disrupts binding between human ARNT and TACC3. Q9Y6A5. AlphaScreen His-ARNT PAS-B/GST-TACC3 binding, luminescence; TACC3 fragment carries E629A point mutation. inhibition, % at 9.99 µM. 0.66% of 390,000 active. AID 623870;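 active = mean inhibition of replicates at least 50% and at least half of replicates each reaching 50%; inconclusive = half or more replicates reach 50% but mean below 50%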;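 note: 0% = complete ARNT plus TACC3 wells and 100% = ARNT alone without TACC3; many hits fall short of the cut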
PAX8 inh HTS: PAX8 transcriptional activity inhibition; inhibition, % at 12.6 µM; 1.2% of 360,000 active; RMG-I TPO-luciferase reporter, SteadyGlo, 24 h;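 active = mean replicate inhibition at least 60% with every replicate also reaching 60%; inconclusive = only one of the two criteria is met; inactive = mean below 60% and not all replicates reaching 60%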;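 note: luciferase light reporting Pax8 driven TPO promoter activity; plate controls were median of neutral control wells for no effect and mitoxantrone controls for full effect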
* = called active by the depositor.

Cc1noc(C)c1NC(=O)N(C)C[C@H]1Oc2ccc(NS(=O)(=O)c3ccccc3)cc2CC(=O)N([C@H](C)CO)C[C@@H]1C was read as CASP6 VEID inh -1, SIRT5 block 0, DENV2 CPE rescue 2, LGR2 antag -9, EWS-Fli block 4, ARNT TACC3 PPI 1 and PAX8 inh HTS 4.
CN(C(=O)c1cccc(NC(=O)Cc2cccc(NC(=O)C3CCN(C(=O)C4CCCCC4)CC3)c2)c1)C1CCC1 was read as CASP6 VEID inh -1, SIRT5 block -13, DENV2 CPE rescue -10, LGR2 antag 15, EWS-Fli block 11, ARNT TACC3 PPI -2 and PAX8 inh HTS 18.
`COc1ccc(-n2c(SCC(=O)Nc3ccccc3)nc3c(c2=O)SCC3)cc1` gave CASP6 VEID inh 0, SIRT5 block -4, DENV2 CPE rescue 3, LGR2 antag 7, EWS-Fli block -1, ARNT TACC3 PPI 8 and PAX8 inh HTS 5.
For O=C(CSc1ccc2c(c1)OCCO2)NCCc1ccc(Cl)cc1Cl the results were LGR2 antag -13, ARNT TACC3 PPI -3 and PAX8 inh HTS -19.
`CCN(CC)S(=O)(=O)c1cc(C(=O)Nc2cccnc2Cl)ccc1Cl` gave CASP6 VEID inh 0, DENV2 CPE rescue -18, LGR2 antag 0, EWS-Fli block 5 and PAX8 inh HTS 5.
`CN(C)CCSc1nc(-c2ccccc2)nc2c1CCCC2` gave CASP6 VEID inh 3, SIRT5 block -3, DENV2 CPE rescue inconclusive, LGR2 antag -20, EWS-Fli block 0 and PAX8 inh HTS -11.
Cc1cc(NC(=O)/C=C/c2ccccc2Cl)n(-c2nc3ccccc3[nH]2)n1 was read as CASP6 VEID inh -2, SIRT5 block 2, DENV2 CPE rescue 10, LGR2 antag -35, EWS-Fli block -5, ARNT TACC3 PPI -16 and PAX8 inh HTS -18.
Screening CCOC(=O)C1=CN(CC)S(=O)(=O)NC1CCc1ccccc1 (stereo not given) returned CASP6 VEID inh 16, SIRT5 block 0, DENV2 CPE rescue 7, LGR2 antag -6, EWS-Fli block 6, ARNT TACC3 PPI 5 and PAX8 inh HTS -8.
`COc1cccc(NC(=O)C2(C)CCN2C(=O)CC2CC2)c1` (stereo not given) gave CASP6 VEID inh 1, DENV2 CPE rescue 0, LGR2 antag -6, EWS-Fli block -3 and PAX8 inh HTS -3.
Screening Cc1ccnc(NS(=O)(=O)c2ccccc2)n1 returned CASP6 VEID inh 2, SIRT5 block -2, DENV2 CPE rescue 9, LGR2 antag -1, EWS-Fli block -2 and ARNT TACC3 PPI -3.
CCC(Cc1ccccc1)NC(=O)C1CC1 (stereo not given) was read as CASP6 VEID inh -3, SIRT5 block 1, DENV2 CPE rescue -4, LGR2 antag 10, EWS-Fli block 3, ARNT TACC3 PPI 0 and PAX8 inh HTS 13.
O=C1S/C(=C\c2ccc(O)c([N+](=O)[O-])c2)C(=O)N1Cc1cccc([N+](=O)[O-])c1 was read as CASP6 VEID inh 3, SIRT5 block -4, DENV2 CPE rescue 3, LGR2 antag 10, EWS-Fli block -3 and PAX8 inh HTS 0.

In the list so far, 2 have an aryl methoxy group:
`COc1ccc(-n2c(SCC(=O)Nc3ccccc3)nc3c(c2=O)SCC3)cc1` gave CASP6 VEID inh 0, SIRT5 block -4, DENV2 CPE rescue 3, LGR2 antag 7, EWS-Fli block -1, ARNT TACC3 PPI 8 and PAX8 inh HTS 5.
`COc1cccc(NC(=O)C2(C)CCN2C(=O)CC2CC2)c1` (stereo not given) gave CASP6 VEID inh 1, DENV2 CPE rescue 0, LGR2 antag -6, EWS-Fli block -3 and PAX8 inh HTS -3.

Further structures
For CC(=O)c1c(C)[nH]c(C(=O)NCc2ccccc2F)c1C the results were CASP6 VEID inh -1, SIRT5 block 6, DENV2 CPE rescue inconclusive, LGR2 antag -2, EWS-Fli block -6, ARNT TACC3 PPI -3 and PAX8 inh HTS -20.
For O=S(=O)(c1ccccc1)N1CCC(O)(CSc2ccccc2)CC1 the results were CASP6 VEID inh 0, DENV2 CPE rescue -4, LGR2 antag -32, EWS-Fli block 2, ARNT TACC3 PPI 5 and PAX8 inh HTS 19.
Cc1noc(C)c1S(=O)(=O)Nc1ccc2c(c1)CC(=O)N([C@@H](C)CO)C[C@H](C)[C@@H](CN(C)C(=O)Nc1cccc3ccccc13)O2 was read as CASP6 VEID inh 1, SIRT5 block -3, DENV2 CPE rescue -3, LGR2 antag 1, EWS-Fli block 0 and ARNT TACC3 PPI 12.
Screening CC[C@]1(C(=O)OC)[C@H]2C(=O)N(C)C(=O)[C@H]2[C@H]2CN=C(SCc3ccc(C(=O)OC)cc3)N21 returned CASP6 VEID inh -2, SIRT5 block -2, DENV2 CPE rescue 0, LGR2 antag -10, EWS-Fli block -2, ARNT TACC3 PPI -6 and PAX8 inh HTS -8.
Screening Cc1ccc(C(C)(C)C)c(OCCOCCN2CCCC2)c1 returned CASP6 VEID inh -13, SIRT5 block 11, DENV2 CPE rescue -9, LGR2 antag -8, EWS-Fli block 2, ARNT TACC3 PPI -1 and PAX8 inh HTS 26.
CN(C)C(=O)c1cccc(-c2ccc([C@@H]3[C@@H](CO)N4CCCCN(CCC(F)(F)F)C[C@H]34)cc2)c1 was read as CASP6 VEID inh -8, SIRT5 block 0, DENV2 CPE rescue -3, LGR2 antag 6, EWS-Fli block -2, ARNT TACC3 PPI -2 and PAX8 inh HTS -2.
For Cc1ccc2c(c1)N(CC(=O)NCCCN1CCCCC1)C(=O)c1cccnc1O2 the results were CASP6 VEID inh -20, DENV2 CPE rescue 1, LGR2 antag -4, EWS-Fli block 6 and PAX8 inh HTS 0.
`COCC(=O)N1C[C@H](C)[C@H](OC)CN(C)C(=O)c2cc(NC(=O)C3CCC3)ccc2OC[C@H]1C` gave CASP6 VEID inh -1, SIRT5 block 1, DENV2 CPE rescue -2, LGR2 antag -3, EWS-Fli block -3, ARNT TACC3 PPI 0 and PAX8 inh HTS -3.
Screening C[C@H](CO)N1C[C@H](C)[C@H](CN(C)S(C)(=O)=O)Oc2c(NC(=O)c3cnccn3)cccc2C1=O returned CASP6 VEID inh -3, SIRT5 block 3, DENV2 CPE rescue 7, LGR2 antag -6, EWS-Fli block -7 and ARNT TACC3 PPI -2.
Screening Cc1cc(C)cc(NC(=O)CSc2n[nH]c(-c3cccnc3)n2)c1 returned CASP6 VEID inh 2, SIRT5 block -3, DENV2 CPE rescue -1, LGR2 antag -6, EWS-Fli block -9 and PAX8 inh HTS 22.
Screening COC(=O)C1=C(C)N(C)C(=O)NC1c1c(OC)ccc2ccccc12 (stereo not given) returned CASP6 VEID inh 0, SIRT5 block 2, DENV2 CPE rescue 0, LGR2 antag 22, EWS-Fli block 6 and PAX8 inh HTS 16.
For Cc1nnc(SCC(=O)c2ccc(C(C)C)cc2)s1 the results were CASP6 VEID inh 0, SIRT5 block -1, DENV2 CPE rescue -6, LGR2 antag -16, EWS-Fli block -34, ARNT TACC3 PPI -2 and PAX8 inh HTS -53.
CN(C)c1cccc(C(=O)NCC(c2ccco2)N(C)C)c1 (stereo not given) was read as CASP6 VEID inh -10, SIRT5 block -2, DENV2 CPE rescue -3, LGR2 antag -18, EWS-Fli block -40, ARNT TACC3 PPI 10 and PAX8 inh HTS -22.
CCC(=O)N1CC[C@@H]2[C@H]1c1cc(-c3ccccc3F)ccc1N(C)[C@@H]2CO was read as CASP6 VEID inh 0, SIRT5 block -2, DENV2 CPE rescue -5, LGR2 antag 4, EWS-Fli block -9, ARNT TACC3 PPI 3 and PAX8 inh HTS -5.
NS(=O)(=O)c1cccc(NC(=O)COC(=O)CCC(=O)c2cccs2)c1 was read as CASP6 VEID inh -2, SIRT5 block -1, DENV2 CPE rescue 5, LGR2 antag 4, EWS-Fli block -1, ARNT TACC3 PPI -2 and PAX8 inh HTS 1.
Cc1noc(C)c1NC(=O)N(C)C[C@H]1OCCCC[C@@H](C)Oc2ccc(NC(=O)CCC(F)(F)F)cc2C(=O)N([C@@H](C)CO)C[C@H]1C was read as CASP6 VEID inh -1, SIRT5 block -2, DENV2 CPE rescue -9, LGR2 antag -18, EWS-Fli block -8, ARNT TACC3 PPI -3 and PAX8 inh HTS 6.
`O=C(c1ccc2c(=O)n3c(nc2c1)CCCCC3)N1CCc2ccccc21` gave CASP6 VEID inh -1, SIRT5 block 9, DENV2 CPE rescue 12, LGR2 antag -18, EWS-Fli block 4, ARNT TACC3 PPI 1 and PAX8 inh HTS -8.
Cc1cccc(S(=O)(=O)Nc2nc3ccccc3nc2NCC2CCCO2)c1 (stereo not given) was read as CASP6 VEID inh 0, SIRT5 block 0, DENV2 CPE rescue -4, LGR2 antag -9, EWS-Fli block 7, ARNT TACC3 PPI 18 and PAX8 inh HTS 0.
For C/C(=N\NC(=O)CNC(=O)c1cccc(F)c1)c1ccc2ccccc2c1 the results were CASP6 VEID inh 0, SIRT5 block -2, DENV2 CPE rescue inconclusive, LGR2 antag -6, EWS-Fli block -12 and PAX8 inh HTS -2.
For COCC(=O)N(C)C[C@@H]1Oc2cc(-c3ccc(F)cc3)ccc2S(=O)(=O)N([C@@H](C)CO)C[C@@H]1C the results were CASP6 VEID inh 0, SIRT5 block -3, DENV2 CPE rescue -13, LGR2 antag -1, EWS-Fli block 0 and ARNT TACC3 PPI -8.
For CSC(=S)N/N=C(\C)c1ccc(Br)cc1 the results were CASP6 VEID inh -51, SIRT5 block 0, DENV2 CPE rescue -4, LGR2 antag -17, EWS-Fli block 6, ARNT TACC3 PPI 19 and PAX8 inh HTS -25.
Screening CSc1ccc(-c2cccc3nncn23)cc1 returned CASP6 VEID inh 0, DENV2 CPE rescue -13, LGR2 antag -3, EWS-Fli block -2 and PAX8 inh HTS -2.
For Cc1noc(C)c1S(=O)(=O)N(C)C[C@@H]1Oc2ccc(NC(=O)Cn3cnnn3)cc2CC(=O)N([C@H](C)CO)C[C@H]1C the results were CASP6 VEID inh -2, SIRT5 block 0, DENV2 CPE rescue 8, LGR2 antag 5, EWS-Fli block -1 and ARNT TACC3 PPI -5.
For CN1c2ccc(C#Cc3cccnc3)cc2[C@H]2[C@H](CCN2C(=O)C2CCCCC2)[C@@H]1CO the results were CASP6 VEID inh -4, SIRT5 block -1, DENV2 CPE rescue -8, LGR2 antag -24, EWS-Fli block 14, ARNT TACC3 PPI 2 and PAX8 inh HTS -1.
O=C(Cc1cccc(NC(=O)C2CCCN(C(=O)C3CCCC3)C2)c1)Nc1ccc(C(=O)N2CCOCC2)cc1 (stereo not given) was read as CASP6 VEID inh 2, SIRT5 block 2, DENV2 CPE rescue 27*, LGR2 antag -13, EWS-Fli block -15, ARNT TACC3 PPI 3 and PAX8 inh HTS 6.
Screening O=C(c1cccc(F)c1)N1CC[C@@H]2[C@H]1c1cc(-c3cccc(F)c3)ccc1N[C@@H]2CO returned LGR2 antag -2, EWS-Fli block -1, ARNT TACC3 PPI -8 and PAX8 inh HTS -7.
`CCOc1ccccc1N(C(=O)c1ccco1)C(C(=O)NC1CCCC1)c1cccs1` (stereo not given) gave CASP6 VEID inh 3, DENV2 CPE rescue 1, LGR2 antag -28, EWS-Fli block 6, ARNT TACC3 PPI -5 and PAX8 inh HTS 10.
`CC(C)[C@H](Nc1ncnc2c1oc1ccccc12)C(=O)O` gave CASP6 VEID inh 2, SIRT5 block 4, LGR2 antag 3, EWS-Fli block 2, ARNT TACC3 PPI 1 and PAX8 inh HTS 25.
For NC(=O)N/N=C\c1cccs1 the results were CASP6 VEID inh 3, SIRT5 block -3, DENV2 CPE rescue -2, EWS-Fli block 3, ARNT TACC3 PPI 11 and PAX8 inh HTS -14.
`CCCCCN(C(=O)CCC(=O)OCc1ccccc1C)c1c(N)n(CCCC)c(=O)[nH]c1=O` gave CASP6 VEID inh 0, SIRT5 block -3, DENV2 CPE rescue 6, LGR2 antag -8, EWS-Fli block 6 and PAX8 inh HTS 8.
Screening COc1ccc(CCn2ccc(O)c(Cc3c(F)cccc3Cl)c2=O)cc1OC returned CASP6 VEID inh -3, SIRT5 block -3, DENV2 CPE rescue 0, LGR2 antag -7, EWS-Fli block -7, ARNT TACC3 PPI -5 and PAX8 inh HTS 3.
`COc1cccc(NC(=O)N2CCc3nc(Nc4cc(Cl)cc(Cl)c4)ncc3C2)c1` gave CASP6 VEID inh -1, DENV2 CPE rescue 1, EWS-Fli block -5 and PAX8 inh HTS 1.
